# AT treatment – potential ataxia-telangiectasia treatments restoring KAP-1 phosphorylation. […] A-T fibroblasts, KAP-1 phosphorylation AlphaLISA; neocarzinostatin DNA damage 30 min before lysis. Potency, µM (series often up to 57.5 µM), for inactives: at the top dose activation, usual class: activators. 0.19% of 320,000 active; also: potency is read from the fitted curve at half-maximal effect; % of control where 0% means no effect; nearly all actives have a fitted effect of over 45% in size
#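 hTERT-immortalized A-T patient fibroblasts ([…]), 500 cells/well in OPTI-MEM, 1% FBS, got compounds for 60 min, then NCS for 30 min at 37C. Lysates were then assayed for phospho-KAP-1 by AlphaLISA (anti-pKAP1 donor, anti-KAP1 acceptor beads), 6 hr at 25C.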
# CXXC DNA block – blocks binding of human MLL CXXC domain to DNA; Q03164; MLL-CXXC / FITC-HOXA9 DNA fluorescence polarization; Potency, µM (highest dose often 115 µM), inactives show at the highest dose activity change, negative = inhibition, hits mostly inhibitors; 0.037% of 290,000 active; active = well fitted inhibition curve with a large enough effect in the polarisation, with a control signal flat, not every such curve was filed as active; inconclusive = small, poorly fitted or top-dose-only effect, or effect the other way, or a change in a side signal; inactive = no such curve, though single readings can be large or run the other way; the % refers to the polarisation; also: potency is read from the fitted curve at half-maximal effect
#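 Steps: dispense CXXC domain solution (7 uM) → pin compounds or unlabeled HOX-A9 DNA control → 5 min ambient → add FLSN-HOX-A9 solution (50 nM) → spin → 30 min ambient → fluorescence polarization. Tris pH 7.5/NaCl/DTT/BSA buffer.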
# Coupling enz – inhibits coupling enzyme system, counter-screen for aldolase hits; coupling enzyme system counterscreen, AmpLite Red fluorescence; activity change, negative = inhibition, % at 58.2 µM, hits read low; 0.67% of 290,000 active; AID 2472; in the data active = activity change below about -30%; also: % is scaled to controls: 0 for no effect and ±100 for the full control effect
#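 Counterscreen of the coupled detection system alone, without aldolase: glyceraldehyde-3-phosphate coupling enzymes plus AmpLite Red readout. Compounds at 57.5 uM final, 10 min RT preincubation, 20 min RT reaction, fluorescence 525/598 nm.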
# TSHR antag – human thyrotropin receptor antagonism; AID 504810; TSHR-expressing cells, TSH-stimulated cAMP HTRF, 2 h; hits give low values; activity change, negative = inhibition, % at 11.5 µM; 0.2% of 330,000 active;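 active = activity change below a set negative limit, meaning inhibition stronger than a set level, cut at about -70% in these data; inconclusive = activity change between two set negative limits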; also: % is scaled to controls: 0 for no effect and ±100 for the full control effect
#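 TSHR-expressing cells were treated with compounds, then stimulated with TSH at EC80 (4nM final) for 2 hours at 37 deg C. Cellular cAMP was measured by HTRF competition between lysate cAMP and cAMP-d2 for a cryptate-labelled anti-cAMP antibody.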
# KCNH2 WT inh – blocks the wildtype human KCNH2 potassium channel; activity change, % at 1.84 µM; U2OS, BacMam KCNH2, thallium flux FluxOr; hits give low values; Q12809; 0.37% of 340,000 active;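 active = maximum activity change below -70%; inconclusive = maximum activity change between -70% and -50%; inactive = maximum activity change above -50%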; also: % is scaled to controls: 0 for no effect and ±100 for the full control effect
#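 U2OS cells transduced with wild-type KCNH2 virus are loaded with FluxOr dye for 45 min, and thallium flux is measured in kinetic reads before and after stimulation buffer. Rate constants are normalized to DMSO controls.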
# TCR act – T cell receptor activation | primary human leukocytes, anti-CD3, IL-2 HTRF, 48 h | Potency, µM (highest dose often 9.22 µM), inactives show at the highest dose activation of IL-2 secretion, usual class: activators | 330,000 tested, under 10 active | AID 504894; also: % of control where 0% means no effect
#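 Primary human leukocytes were stimulated with a-CD3 beads plus compounds for 48 hr without co-stimulation; secreted IL-2 was quantified by HTRF using a-IL-2-K (europium cryptate) and a-IL-2-d2, excited at 320nm with acceptor emission read at 665nm.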
# Giardia kill – Giardia lamblia killing. Giardia lamblia trophozoite viability. activity change, % at 7.66 µM, hits read low. 0.15% of 340,000 active. AID 540267; in the data active = activity change below about -80%; inconclusive = between about -30% and that limit;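 also: parasites exposed to compound for two days anaerobically before the ATP read; % is scaled to controls: 0 for no effect and ±100 for the full control effect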
#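 ATP-content bioluminescence gauges trophozoite survival. Cells (100/well) receive compound and incubate anaerobically for 48 hrs at 37 deg C; detection reagent follows for 15-30 min at room temperature.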
# GALK inhibitor – inhibitors of human galactokinase; 0.007% of 270,000 active; P51570; Purified GALK, Kinase-Glo residual ATP luminescence; Potency, µM (highest dose often 57.5 µM), inactives show top-dose activity change, negative = inhibition, actives largely listed as inhibitors; AID 1868; also: potency is read from the fitted curve at half-maximal effect; % is scaled to controls: 0 for no effect and ±100 for the full control effect
# Target sequence (P51570 whole entry, looked up): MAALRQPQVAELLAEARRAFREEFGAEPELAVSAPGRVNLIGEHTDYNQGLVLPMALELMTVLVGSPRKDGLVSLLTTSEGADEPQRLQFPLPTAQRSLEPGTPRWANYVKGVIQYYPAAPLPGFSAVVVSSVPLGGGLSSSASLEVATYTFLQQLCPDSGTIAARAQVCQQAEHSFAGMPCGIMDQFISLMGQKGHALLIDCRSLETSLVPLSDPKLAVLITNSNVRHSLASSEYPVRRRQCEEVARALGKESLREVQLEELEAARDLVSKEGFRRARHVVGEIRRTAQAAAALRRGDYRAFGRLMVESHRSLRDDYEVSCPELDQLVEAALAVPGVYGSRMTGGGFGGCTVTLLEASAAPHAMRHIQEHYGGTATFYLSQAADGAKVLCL
#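 ATP-depletion format; final 35 uM ATP, 100 uM D-galactose, 5 nM enzyme; pH 8.0 HEPES/Mg2+ buffer; 60 min RT; luminescence read 10 min after detection reagent.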
# Chronic BCR inh – inhibitors of chronic active B-cell receptor signaling | ABC-DLBCL IkBa-CBG/CBR reporter, luminescence ratio, 4 h | Potency, µM (doses to about 46.1 µM), for the others: at the top dose ratio change, negative = lower green/red ratio, usual class: inhibitors | 0.05% of 340,000 active; active = well fitted inhibition curve with a large enough effect in the signal ratio, with a control signal flat, not every such curve was filed as active; inconclusive = small, poorly fitted or top-dose-only effect, or effect the other way, or a change in a side signal; the % refers to the signal ratio;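 also: potency is read from the fitted curve at half-maximal effect; plate controls were basal doxycycline-induced cells for no effect and cells given 10 µM MG132 for full effect; MG132 reads +100%, hits lower the ratio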
#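 Cell line TMD8 (human ABC DLBCL), stably expressing tet-inducible CBG68-IkBa fusion and CBR; IMDM/0.5% FBS; cpd up to 46 uM; dox induction, 4 h, 37C/5% CO2; dual luminescence; green/red ratio; MG132 control.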
# Tb PFK inh – inhibitors of T. brucei phosphofructokinase. O15648. T. brucei PFK, ADP-Glo luminescence. Potency, µM (top dose mostly 57.5 µM), for inactives: at the highest dose activity, negative = inhibition, hits mostly inhibitors. 0.17% of 330,000 active;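 also: potency is read from the fitted curve at half-maximal effect; 0% = uninhibited 1x PFK enzyme wells and -100% = no-enzyme wells; nearly all actives have a fitted effect of over 60% in size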
# Target sequence (O15648 whole entry, looked up): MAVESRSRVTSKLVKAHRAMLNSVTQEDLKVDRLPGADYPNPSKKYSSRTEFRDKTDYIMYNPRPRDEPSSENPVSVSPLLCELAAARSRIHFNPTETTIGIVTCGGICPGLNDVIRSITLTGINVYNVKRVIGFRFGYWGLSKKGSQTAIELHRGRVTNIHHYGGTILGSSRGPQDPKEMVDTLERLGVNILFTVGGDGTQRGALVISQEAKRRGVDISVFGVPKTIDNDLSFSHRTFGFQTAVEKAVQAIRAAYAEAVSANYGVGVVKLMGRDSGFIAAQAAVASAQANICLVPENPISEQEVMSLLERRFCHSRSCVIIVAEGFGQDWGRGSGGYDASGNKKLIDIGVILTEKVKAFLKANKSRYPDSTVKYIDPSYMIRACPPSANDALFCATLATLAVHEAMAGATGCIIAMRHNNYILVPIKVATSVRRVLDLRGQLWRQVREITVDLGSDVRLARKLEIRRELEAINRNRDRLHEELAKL
#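 ADP-Glo luminescence quantified ADP after 45 min at room temperature, with 1.25 nM T. brucei PFK, 0.1 mM ATP and 0.5 mM fructose-6-phosphate in pH 8.0 TEA buffer. qHTS titrations up to 57 µM; curves classified by quality.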
# * = called active by the depositor; ? = inconclusive; · = not tested or not shown; [ ] = remark or other dose. Unless noted, calls follow the shape of the dose curve; as a rule, active = well fitted curve in the direction sought with a large enough effect; inconclusive = small, poorly fitted or top-dose-only effect, or another doubt; inactive = no such curve, though single readings can be large; an effect the other way counts as inactive or inconclusive.
# The opening 9 entries, to show the layout:
nr	molecule	Chronic BCR inh	TSHR antag	TCR act	KCNH2 WT inh	Coupling enz	Giardia kill	Tb PFK inh	CXXC DNA block	GALK inhibitor	AT treatment
1	C=CCn1c(SCC(=O)Nc2ccccc2-c2ccccc2)nc2cc(C(=O)O)ccc2c1=O	12.0%	-6.6	-3.5%	17.1	9.7	-5.0	-11.0%	0.7%	-2.1%	-1.4%
2	CCN1CCN(C(c2cccs2)C(C)NC(=S)NC2CCCCC2)CC1 (stereo not given)	?	1.1	2.4%	28.0	-1.3	-10.9	0.4%	5.1%	1.0%	5.6%
3	CCOC(=O)N1CCN(S(=O)(=O)c2cccc3nsnc23)CC1	-14.8%	4.4	-1.0%	4.1	2.8	9.9	4.3%	-3.4%	-0.8%	9.3%
4	COc1cc2c(cc1NC(=O)CN(C)Cc1ccc(OC)c(OC)c1)oc1ccccc12	?	-38.2	-5.8%[46.1 µM]	-1.8	-3.0	25.4	11.1%	5.0%	1.9%	2.4%
5	O=C(CSc1ccc(-c2ccc(-n3cccn3)cc2)nn1)Nc1ccc([N+](=O)[O-])cc1	1.0%	-0.3	1.6%	3.5	·	-15.0	-0.2%	·	·	2.2%
6	CN=C1N(C)C[C@@H]2[C@@H]3C(=O)N(Cc4ccccc4)C(=O)[C@@H]3[C@](Cc3ccccc3)(C(=O)OC)N12	8.4%	43.4	1.9%[46.1 µM]	-13.9	·	-3.4	-2.2%	·	·	9.2%
7	Cc1ccc(C(=O)CCNc2ccc(Br)cc2)o1	·	·	-6.1%	-10.8	1.2	-12.3	·	10.3%	5.1%	·
8	Cc1ccc2[nH]c(O)c(N=NC(=O)C(C)n3cnc4ccccc4c3=O)c2c1 (stereo not given)	-17.7%	-2.5	1.4%[46.1 µM]	2.7	-27.7	-24.6	0.2%	6.5%	1.4%	-9.9%
9	CCOC(=O)C(NC(=O)Nc1ccc(F)cc1F)(Oc1ccccc1)C(F)(F)F (stereo not given)	-0.4%	36.9	0.0%[46.1 µM]	-1.1	-5.6	-9.4	-6.7%	-0.8%	-0.4%	4.2%

# This part in full, from the start:
nr	molecule	Chronic BCR inh	TSHR antag	TCR act	KCNH2 WT inh	Coupling enz	Giardia kill	Tb PFK inh	CXXC DNA block	GALK inhibitor	AT treatment
1	C=CCn1c(SCC(=O)Nc2ccccc2-c2ccccc2)nc2cc(C(=O)O)ccc2c1=O	12.0%	-6.6	-3.5%	17.1	9.7	-5.0	-11.0%	0.7%	-2.1%	-1.4%
2	CCN1CCN(C(c2cccs2)C(C)NC(=S)NC2CCCCC2)CC1 (stereo not given)	?	1.1	2.4%	28.0	-1.3	-10.9	0.4%	5.1%	1.0%	5.6%
3	CCOC(=O)N1CCN(S(=O)(=O)c2cccc3nsnc23)CC1	-14.8%	4.4	-1.0%	4.1	2.8	9.9	4.3%	-3.4%	-0.8%	9.3%
4	COc1cc2c(cc1NC(=O)CN(C)Cc1ccc(OC)c(OC)c1)oc1ccccc12	?	-38.2	-5.8%[46.1 µM]	-1.8	-3.0	25.4	11.1%	5.0%	1.9%	2.4%
5	O=C(CSc1ccc(-c2ccc(-n3cccn3)cc2)nn1)Nc1ccc([N+](=O)[O-])cc1	1.0%	-0.3	1.6%	3.5	·	-15.0	-0.2%	·	·	2.2%
6	CN=C1N(C)C[C@@H]2[C@@H]3C(=O)N(Cc4ccccc4)C(=O)[C@@H]3[C@](Cc3ccccc3)(C(=O)OC)N12	8.4%	43.4	1.9%[46.1 µM]	-13.9	·	-3.4	-2.2%	·	·	9.2%
7	Cc1ccc(C(=O)CCNc2ccc(Br)cc2)o1	·	·	-6.1%	-10.8	1.2	-12.3	·	10.3%	5.1%	·
8	Cc1ccc2[nH]c(O)c(N=NC(=O)C(C)n3cnc4ccccc4c3=O)c2c1 (stereo not given)	-17.7%	-2.5	1.4%[46.1 µM]	2.7	-27.7	-24.6	0.2%	6.5%	1.4%	-9.9%
9	CCOC(=O)C(NC(=O)Nc1ccc(F)cc1F)(Oc1ccccc1)C(F)(F)F (stereo not given)	-0.4%	36.9	0.0%[46.1 µM]	-1.1	-5.6	-9.4	-6.7%	-0.8%	-0.4%	4.2%
10	CCCc1nc(SCC(=O)c2ccc(F)cc2)c2ccccc2n1	-18.7%	-15.8	0.0%	-8.4	-0.7	-4.1	-12.4%	8.5%	-1.5%	4.0%
11	COc1cc(OC)c(C(=O)NC2CC(C)(C)NC(C)(C)C2)cc1OC	2.0%	6.9	12.5%	-1.8	0.8	-3.5	-10.4%	9.8%	-0.5%	8.6%
12	O=C1N[C@@H](Cc2cnc[nH]2)C(=O)N2CCC[C@@H]12	-2.2%	5.2	3.8%	-5.8	-1.7	-22.6	-4.0%	3.1%	1.4%	10.9%
13	COc1ccc(/C(O)=C2/C(=O)C(=O)N(Cc3cccnc3)C2c2ccncc2)cc1F (stereo not given)	?	4.7	-3.8%	0.6	4.9	15.4	-10.2%	-5.3%	-6.3%	2.8%
14	O=C1CSc2ccc(S(=O)(=O)CCC(=O)NC3CCCCC3)cc2N1	0.1%	-0.7	1.5%	38.1	·	-3.2	1.5%	0.1%	0.7%	3.0%
15	Cc1c(C)c(C)c(C(=O)c2ccc(NC(=O)c3ccccc3C(=O)O)cc2)c(C)c1C	?	4.7	7.0%	-5.6	10.0	-2.0	-0.7%	1.3%	0.9%	14.0%
16	CCCC(=O)N1CC2(C)CN(C(=O)CCC)CC(CCC)(C1)C2=O	·	·	-0.5%	-4.2	3.4	12.9	·	5.2%	6.3%	·
17	Cc1ccc(NC(=O)c2cccc(C(=O)Nc3ccc(C)c(C)c3)n2)cc1C	-0.3%	-11.2	3.0%	?	-2.3	-13.5	-10.4%	-8.2%	-1.1%	-3.2%
18	Clc1ccc(-c2csc(N3CCCCCC3)n2)cc1	?	3.0	13.9%	5.2	0.6	45.0[activator]	-1.5%	-5.7%	8.4%	5.1%
19	CN(C)C=NC(=O)c1cc(C(=O)c2ccc(Cl)cc2Cl)c[nH]1	?	13.6	-0.4%	-15.9	5.4	-22.4	1.1%	-0.4%	0.6%	2.8%
20	O=C1CSC(=Nc2ccc(Cl)cc2)N1	4.4%	-7.3	-6.9%	1.0	1.3	6.0	-9.0%	-3.9%	3.3%	-3.9%
21	COc1ccc2nc(SC(C)C(=O)NC3(C#N)CCCCC3)[nH]c2c1 (stereo not given)	-2.8%	27.1	0.9%	-11.2	·	5.6	-6.1%	·	·	-25.7%
22	Cc1cc(=O)oc2cc(OCC(=O)Nc3ccccc3C(N)=O)c(Cl)cc12	1.0%	6.2	2.3%	14.3	0.7	-6.0	2.9%	-5.1%	-11.3%	-3.0%

# Outcome played no part in choosing rows; any-hit rate near 1.6%.
